FBW7 act: activators of human E3 ligase FBW7. actives 0.13% (n = 650,000). AID 1259310. AlphaScreen FBW7–phospho-cyclin E peptide binding, activator screen. normalized activity (activation), % at 26.1 µM; in the data active means normalized activity above about 1.9%;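 further: purified mutant Fbw7 with reduced substrate affinity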
TEAD-YAP inh: TEAD-YAP interaction inhibition. HEK-TIYL cells, TEAD-Gal4/YAP UAS-luciferase luminescence. actives 1.4% (n = 640,000). AID 1259422. inhibition, % at 9.12 µM; in the data active means inhibition above about 32%;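 further: 0% = median of test compound wells and 100% = reference inhibitor wells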
GPR151 activ: activators of human GPR151; PathHunter beta-arrestin GPR151 cells, luminescence; actives 1% (n = 650,000); Q8TDV0; activation, % at 11.2 µM; in the data active means activation above about 4.9%;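 further: 0% = median of compound wells and 100% = cells with positive control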
Target sequence (Q8TDV0 whole entry, looked up): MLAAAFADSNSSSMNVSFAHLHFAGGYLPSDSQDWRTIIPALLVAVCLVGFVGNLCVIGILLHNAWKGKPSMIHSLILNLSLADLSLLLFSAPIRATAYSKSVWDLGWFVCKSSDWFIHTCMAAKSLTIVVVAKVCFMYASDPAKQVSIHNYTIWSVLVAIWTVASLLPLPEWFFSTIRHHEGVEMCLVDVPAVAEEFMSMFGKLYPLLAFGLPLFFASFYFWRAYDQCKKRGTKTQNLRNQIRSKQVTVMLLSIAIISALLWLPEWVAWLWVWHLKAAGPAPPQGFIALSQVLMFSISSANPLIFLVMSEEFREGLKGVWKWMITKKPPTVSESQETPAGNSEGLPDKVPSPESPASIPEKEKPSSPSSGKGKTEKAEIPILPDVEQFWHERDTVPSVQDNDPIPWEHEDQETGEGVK
MITF inh: blocks human microphthalmia-associated transcription factor; AlphaScreen MITF homodimerization, bead proximity signal; inhibition, % at 2.6 µM; actives 0.91% (n = 650,000); AID 1259374; in the data active means inhibition above about 50%;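 further: 0% = vehicle wells with protein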
Target sequence (O75030 whole entry, looked up): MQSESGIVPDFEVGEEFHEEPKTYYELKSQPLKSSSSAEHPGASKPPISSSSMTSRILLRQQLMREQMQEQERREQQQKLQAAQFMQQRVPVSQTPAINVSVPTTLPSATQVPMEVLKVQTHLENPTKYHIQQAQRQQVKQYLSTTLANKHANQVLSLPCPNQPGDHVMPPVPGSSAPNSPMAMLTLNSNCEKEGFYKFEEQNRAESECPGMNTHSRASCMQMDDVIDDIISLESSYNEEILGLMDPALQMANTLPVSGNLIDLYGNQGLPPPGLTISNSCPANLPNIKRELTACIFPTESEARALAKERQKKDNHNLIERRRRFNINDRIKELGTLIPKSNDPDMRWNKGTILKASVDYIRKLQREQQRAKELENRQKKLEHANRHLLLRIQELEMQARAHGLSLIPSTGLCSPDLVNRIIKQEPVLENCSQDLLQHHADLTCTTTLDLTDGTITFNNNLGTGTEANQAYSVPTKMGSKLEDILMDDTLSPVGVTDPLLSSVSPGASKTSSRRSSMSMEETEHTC
* = called active by the depositor.

molecule	FBW7 act	TEAD-YAP inh	GPR151 activ	MITF inh
O=C(O)c1cccc(N/N=C2/CCCc3ccccc32)c1	-0.1	-47	-0.8	10
CCOC(=O)N1CCN(c2ncc3c(n2)CC(c2ccco2)CC3=O)CC1 (centres undefined)	-0.1	-9	-0.8	-1
O=C(c1cccs1)N1CCN(c2nc3nonc3nc2N2CCCCCC2)CC1	0.0	7	0.3	11
COc1ccc(CCn2c(SCc3nc4ccccc4[nH]3)nc3ccsc3c2=O)cc1OC	0.5	3	-1.2	20
COc1ccc(CN(Cc2ccc(C(=O)O)cc2)C(=S)Nc2ccc(C)cc2)cc1OC	0.3	4	0.1	9
NC(=O)C1(NCCNC2(C(N)=O)CCCCC2)CCCCC1	-0.2	0	-1.8	-7
NCCNc1ccc(C(=O)Nc2cccc(C(F)(F)F)c2)cc1[N+](=O)[O-]	-0.1	0	0.4	14
O=C(O)CNC(=O)/C(=C/c1ccco1)NC(=O)c1cccc(Br)c1	-0.1	3	0.6	18
CCOc1ncccc1C(=O)Nc1ccc(-c2cn3c(n2)SCC3)cc1	0.0	-5	2.1	-13
CCOC(=O)c1c(NC(=O)COc2ccc(Br)cc2Br)sc(C(C)=O)c1C	0.0	-5	2.1	-6
CCOc1ccccc1-c1nc2cnccn2c1NCc1ccc2c(c1)OCO2	0.2	19	0.0	-5
O=C(CCC1CCCCC1)Nc1c2c(nn1-c1ccc(F)cc1)CS(=O)C2 (centres undefined)	-0.2	0	2.5	13

molecule	FBW7 act	TEAD-YAP inh	GPR151 activ	MITF inh
Cc1cccc(N2CCN(C(=O)c3cnn4c(C)c(Cc5ccccc5Cl)c(C)nc34)CC2)c1C	0.0	5	2.6	4
CCCCN1C(=O)CN(C2CCCC2)C(=O)C1c1ccc(F)cc1 (centres undefined)	0.0	-8	-0.5	8
Cc1cc([N+](=O)[O-])cc2c1NC(=O)C2=O	0.0	5	-0.1	0
O=C(COc1ccc([N+](=O)[O-])cc1)NC(C(=O)O)C(O)c1cccc([N+](=O)[O-])c1 (centres undefined)	-0.1	2	0.3	-10
O=C(Nc1ccc(Oc2ccccc2)cc1)c1csc(-c2ccc(N3CCOCC3)nc2)n1	-0.2	-40	0.3	-5
COc1ccccc1/C=C/C1=NC(=C\c2c(F)cccc2Cl)/C(=O)O1	0.1	3	0.5	17
O=C1c2ccccc2C(=O)N1Cc1nc(-c2ccccn2)no1	-0.2	-13	-1.4	-3
Cc1cc(C)cc(N=C2NC(=O)/C(=C\c3cc(C)n(-c4cccc([N+](=O)[O-])c4)c3C)S2)c1	-0.3	11	0.6	2
COC(=O)C(C(=O)OC)C(=O)c1ccc(C)cc1	-0.1	6	0.1	-9
Cc1cccc(OC(C)C(=O)NCc2ccccc2)c1C (centres undefined)	0.0	9	-0.1	-2
O=C(Nc1cccc(-c2ccn[nH]2)c1)C1CCN(Cc2cccc(Cn3cccn3)c2)CC1	-0.2	7	2.0	4
CCOc1ccc(CN2CCN(C3CCCC3)CC2CCO)cc1 (centres undefined)	0.0	6	-0.8	2

2 compounds picked at random from those above:
molecule	FBW7 act	TEAD-YAP inh	GPR151 activ	MITF inh
Cc1cc([N+](=O)[O-])cc2c1NC(=O)C2=O	0.0	5	-0.1	0
CCOc1ccc(CN2CCN(C3CCCC3)CC2CCO)cc1 (centres undefined)	0.0	6	-0.8	2

The results go on:
molecule	FBW7 act	TEAD-YAP inh	GPR151 activ	MITF inh
CCOC(=O)c1cc(C)n(CCc2ccc(OC)c(OC)c2)c1C	-0.1	3	-0.9	7
O=C(c1ccc(F)cc1)N1CCN(C2c3ccccc3-c3ccccc32)CC1	0.0	-3	-2.0	14
Brc1ccc(CSc2nccn2Cc2ccccc2)cc1	0.2	-15	-1.1	-5
NC(=O)C1CCN(C(=O)c2cc3c(=O)n4ccccc4nc3s2)CC1	-0.2	-7	-0.3	3
CS(=O)(=O)N1CCN(c2ccc(NC(=O)Nc3cccc(Cl)c3)cc2)CC1	-0.1	-14	-1.8	6
CCOC(=O)c1c(C)n(-c2ccccc2)c2c1cc(OC(=O)c1ccccc1Cl)c1ccccc12	0.6	2	-0.9	7
Cc1ccc(-n2[nH]c(C)c(C=Nc3cc(Cl)ccc3O)c2=O)cc1C	-0.2	8	-0.7	-39
COCCNc1cc(-c2cccnc2)nc(-c2ccccc2)n1	0.0	11	0.0	8
Brc1ccc(Nc2nc(-c3cccnc3)nc3ccccc23)cc1	-0.1	7	3.8	-4
c1ccc2nc(N3CCCC3)c(N3CCCC3)nc2c1	0.8	-1	0.6	-7
CCCCC(=O)Nc1ccc(C(=O)Nc2ccc(S(=O)(=O)N3CCCC3)cc2)cc1	0.5	-4	2.3	8
COC(=O)c1ccsc1NC(=O)CCCn1cccc1	0.1	1	0.3	30

molecule	FBW7 act	TEAD-YAP inh	GPR151 activ	MITF inh
O=C(COc1ccc(Br)cc1)Nc1ccc(N2CCOCC2)cc1	-0.1	-3	0.6	1
CC(=O)C1=C(c2ccc3c(c2)CCCC3)N(C(C)=O)n2cnnc2S1	0.0	38*	1.6	9
COc1cc(/C=N\NC(=O)CCC2C(=O)NN=C2C)cc(OC)c1OC(C)=O (centres undefined)	0.0	-13	-1.0	10
O=C(Nc1ccc(F)c(Cl)c1)C1CCC(CNS(=O)(=O)c2cccs2)CC1 (centres undefined)	-0.3	-5	-0.7	2
CCCn1c(C(O)(c2ccccc2)c2ccccc2)nc2ccccc21	-0.1	-7	-0.1	-10
CC(C)(C)C1(C)OC(=O)C(=Cc2ccc(Br)o2)C(=O)O1 (centres undefined)	-0.2	-11	-0.3	69*
O=C(Oc1ccc(Br)cc1)c1ccc(NC(=O)c2ccco2)cc1	0.1	-4	-1.2	0
Nc1c(C(=O)NCCc2c[nH]c3ccccc23)sc2nc3cc4c(cc3cc12)OCCO4	-0.2	3	0.6	3
O=C(CCc1nnc(CCc2c[nH]c3ccccc23)o1)N1CCCCC1CCn1ccnc1 (centres undefined)	-0.2	-1	0.4	-11
CCN(CC)c1ccc(/C=N/NC(=O)c2cc(O)cc(O)c2)cc1	-0.1	3	-1.2	-15
O=C(Nc1ccccc1N1CCOCC1)c1ccccc1I	-0.2	-2	-0.5	2
CC(C)(C)n1nc2c(c1NC(=O)c1c(F)cccc1F)CS(=O)C2 (centres undefined)	-0.3	10	-0.2	-5

molecule	FBW7 act	TEAD-YAP inh	GPR151 activ	MITF inh
O=C(Nc1ccccc1C(=O)N1CCCCC1)c1ccc([N+](=O)[O-])cc1	0.4	4	0.5	-13
CCOC(=O)c1cccc(NC(=O)c2c(OC)cccc2OC)c1	0.0	-11	2.5	-2
CCN(CC)c1ccc(C=Nc2c(C)n(C)n(-c3ccccc3)c2=O)c(OC)c1	0.1	3	1.3	8
O=C1Nc2c(C(F)(F)F)cccc2C12SCCS2	0.0	34*	0.2	8
CN(C)S(=O)(=O)N1CCN(CC(O)COc2ccc(C(=O)c3ccccc3)cc2)CC1 (centres undefined)	0.2	6	-0.9	19
C/C(CC(=O)Nc1cccc(C(F)(F)F)c1)=N\NC(=O)c1ccccc1O	0.3	-18	-0.1	3
C=CCn1c(SCC(=O)Nc2cccc3ccccc23)nc(O)cc1=O	0.0	-3	0.2	-6
Cc1cccc(NC(=O)Cn2c(C3CC3)nc3c(cnn3-c3ccccc3)c2=O)c1	0.2	2	1.7	-5
CC(C)CCOP(=O)(c1ccc(N(C)C)cc1)C(O)c1ccccc1 (centres undefined)	-0.3	1	0.5	0
O=C(/C=C/c1ccc([N+](=O)[O-])o1)c1ccc(Br)cc1	-0.1	0	0.3	20
Cc1ccc(C(=O)O)cc1NC(=O)c1cc2ccccc2oc1=O	1.0	0	1.1	7
O=C(Nc1ccc2oc(-c3ccc4ccccc4c3)nc2c1)c1cc(Br)ccc1Cl	0.7	-20	1.0	20

Given as labelled records: entries from further up
O=C(Nc1ccccc1C(=O)N1CCCCC1)c1ccc([N+](=O)[O-])cc1
- FBW7 act = 0.4
- TEAD-YAP inh = 4
- GPR151 activ = 0.5
- MITF inh = -13
CCOC(=O)c1cccc(NC(=O)c2c(OC)cccc2OC)c1
- FBW7 act = 0.0
- TEAD-YAP inh = -11
- GPR151 activ = 2.5
- MITF inh = -2
CCN(CC)c1ccc(C=Nc2c(C)n(C)n(-c3ccccc3)c2=O)c(OC)c1
- FBW7 act = 0.1
- TEAD-YAP inh = 3
- GPR151 activ = 1.3
- MITF inh = 8
O=C1Nc2c(C(F)(F)F)cccc2C12SCCS2
- FBW7 act = 0.0
- TEAD-YAP inh = 34*
- GPR151 activ = 0.2
- MITF inh = 8

(continued)
molecule	FBW7 act	TEAD-YAP inh	GPR151 activ	MITF inh
CCOC(=O)c1c(NC(=O)CSc2nnc(CNC(=O)c3cc(OC)cc(OC)c3)n2-c2cc(C)ccc2C)sc2c1CCCC2	0.2	2	-0.5	9
Cn1c(=NC(=O)c2ccc(S(=O)(=O)N3CCc4ccccc4C3)cc2)sc2ccccc21	0.0	6	-0.6	-8
Cc1ccc(Nc2n[nH]c(C)c2[N+](=O)[O-])cc1C	-0.6	-83	-2.5	-3
CCn1c(=O)c2c(nc3n(-c4cccc(Cl)c4C)c(C)c(C)n23)n(C)c1=O	0.2	-9	0.4	-8
COCCNC(=O)CSc1nc2cc3c(cc2c(=O)n1CCCC(=O)NCCc1ccc(OC)c(OC)c1)OCO3	0.2	-4	0.9	4
O=C(Nn1c(-c2ccc(Cl)cc2)nc2ccccc2c1=O)c1ccc(F)cc1Cl	0.2	3	-0.2	2
N/C(=N\OC(=O)c1cc(Cl)ccc1Cl)c1cccnc1	0.3	-8	-1.3	15
COCCn1c(C)cn2c3c(=O)n(Cc4cccc(Cl)c4)c(=O)n(C)c3nc12	0.0	-8	3.3	5
Cn1c(=O)c([N+](=O)[O-])c(NCc2ccccc2)c2ccccc21	-0.1	-3	8.1*	11
C=C(C)Cn1c(N2CCCCCC2)nc2c1c(=O)n(C)c(=O)n2C	-0.1	1	0.0	-4
CN1CCN(Cc2nc3ccccc3n2C)CC1CCO (centres undefined)	-0.2	-4	-0.1	6
CC(C)C(c1nnnn1CCc1ccccc1)N1CCOCC1 (centres undefined)	0.2	-2	-0.5	0

molecule	FBW7 act	TEAD-YAP inh	GPR151 activ	MITF inh
O=C(NCc1ccc(F)cc1)c1ccc2c(=O)n(CCc3c[nH]c4ccccc34)c(=S)[nH]c2c1	0.0	-8	1.3	-4
O=C(c1ccccc1)N1CCN=C1SCc1ccc(Cl)cc1	0.4	3	0.1	1
COCCOC(=O)C1=C(C)N=C2SCCC(=O)N2C1c1ccccc1Br (centres undefined)	0.2	0	1.5	-25
COc1ccc(C(=O)N2CCN(S(=O)(=O)c3ccccc3)CC2)c(OC)c1	0.8	-5	-0.7	10
CCc1ccccc1N(CC(=O)NC1CCCC1)C(=O)CCCC(=O)Nc1ccccn1	0.0	-7	-0.5	-6
CCCCNC(=O)Cc1ccc(C)cc1	-0.1	-7	-0.9	-9
O=[N+]([O-])c1ccc(Nc2nc(-c3ccccn3)cs2)cc1	-0.1	-49	-0.9	-2
CCN(C(=O)COC(=O)c1c2ccccc2cc2ccccc12)C1CCS(=O)(=O)C1 (centres undefined)	0.0	-3	-1.6	-9
COCCNC(=O)c1cc2nc(-c3ccc(Br)cc3)cc(C(F)(F)F)n2n1	0.0	13	1.8	-14
O=c1onc(-c2cccs2)n1Cc1cccc(F)c1	0.0	0	0.3	5
CN(C)CCNC(=O)Cc1ccc(OCCc2nc3ccc(-c4ccnc(N)n4)cc3[nH]2)cc1	0.1	0	-0.7	4
CCOCCCNC(=O)c1ccc2c(=O)n(CCOC)c(=O)[nH]c2c1	0.2	11	-0.1	8

molecule	FBW7 act	TEAD-YAP inh	GPR151 activ	MITF inh
Cc1ccc(C)n1-c1ccc(N2CCCCC2)c([N+](=O)[O-])c1	-0.4	-1	2.6	-15
CCOC(=O)c1c(-c2ccc(F)cc2)csc1NC(=O)CCN1CCN(CC)CC1	0.0	-18	0.6	71*
O=C(Nc1ccccc1C(=O)NCc1ccccc1)c1ccc(Br)o1	0.2	2	-1.2	3
COC(=O)c1ccc(NC(=S)NC(=O)c2cccc(F)c2)cc1	0.1	9	-1.4	8
COc1ccc(C2C(C(C)=O)=C(O)C(=O)N2CCBr)cc1OC (centres undefined)	-0.1	-12	-1.1	36
CS(=O)(=O)Nc1ccc(-c2cnc3cccc(Nc4ncccc4C(F)(F)F)c3c2)cc1	-0.2	-35	-0.6	1
O=C(O)c1ccc(Cl)c(N2C(=O)c3ccccc3C2=O)c1	-0.1	6	0.8	2
CCNC(=S)Nc1cccc2ccccc12	-0.1	1	0.5	-5
COc1ccc(C2C3=C(CC(C)(C)CC3=O)N=C3SCCC(=O)N32)cc1 (centres undefined)	-0.1	-4	-0.7	-5
Cc1cc(C)c(NC2=NC3CS(=O)(=O)CC3S2)c(C)c1 (centres undefined)	0.0	-3	-0.7	-17
CCOC(=O)Nc1sc(C(=O)OC(C)C)c(C)c1C(N)=O	0.1	2	0.2	20
CC(C)n1nnnc1SCC(=O)OC1CCCCC1	0.5	5	-0.1	11

molecule	FBW7 act	TEAD-YAP inh	GPR151 activ	MITF inh
O=C(CCNS(=O)(=O)c1ccccc1)NNC(=O)COc1ccc(Cl)cc1	-0.1	7	-0.2	-3
c1nc(N2CCOCC2)c2ccsc2n1	0.1	-8	0.3	19
CCCN(CCC)C(=O)NC1CC(=O)N(c2ccc(OC)cc2)C1 (centres undefined)	-0.2	-1	-1.7	3
CC(C)=C(NC(=O)c1ccccc1)C(=O)NC(C)C(=O)O (centres undefined)	0.0	6	-0.6	-14

Screens as filed in PubChem BioAssay.
